Rac1 wt GTP bind = alters GTP binding to wildtype human Rac1 | GST-Rac1 beads, fluorescent GTP binding, flow cytometry; actives lie on both sides; 0 = cold GTP competed, 100 = untreated | GTP binding activity (% of control), % at 10 µM | hit rate 0.27% among 190,000 | AID 757;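 active = GTP binding activity at least 20 points away from the 100% control level, either lower or higher; inconclusive = compound flagged as likely green fluorescent, judged across all proteins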
Rac1 act GTP bind = alters GTP binding to activated mutant human Rac1 | GST-Rac1 activated beads, fluorescent GTP binding, flow cytometry; actives lie on both sides; 100% means binding = to untreated wells | hit rate 0.11% among 190,000 | percent activity (GTP binding), % at 10 µM;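 active = GTP binding at least 20 percentage points away from the 100% baseline, in either direction, so actives lie on both sides; inconclusive = Compound likely fluorescent itself, or too few beads counted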
Avidin bead fluor = avidin bead compound fluorescence profile; Avidin beads, compound fluorescence 488/530 nm, flow cytometry; active compounds read high; fluorescence (KMESF) at 10 µM; hit rate 0.38% among 220,000; in the data active = fluorescence above about 47; note: inactives centre near 10
Rab7 wt modul = alters GTP binding to wildtype dog Rab7. GST-Rab7 beads, fluorescent GTP binding, flow cytometry; actives lie on both sides; untreated = 100%, excess cold GTP = 0%. GTP binding activity (percent of control), % at 10 µM. hit rate 0.055% among 190,000. AID 758;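 active = fluorescent GTP binding to Rab7 beads changed by at least 20 points from the 100% baseline, either direction, mostly lower; inconclusive = compound itself probably fluorescent, or too few beads counted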;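 note: median green fluorescence of bound Bodipy-FL-GTP per Rab7 bead population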
HRas wt GTP = human HRas wildtype GTP binding, change in either direction; P01112; GST-Ras wt beads, Bodipy-FL-GTP binding, flow cytometry; actives lie on both sides; GTP binding activity, % at 10 µM; hit rate 0.14% among 190,000;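 active = GTP binding activity at least 20% away from the 100% baseline, either lowered as inhibitor or raised as activator; inconclusive = flagged as likely green fluorescent, judged across all proteins in the well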;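 note: 0% = unlabeled GTP competition control and 100% = no-compound control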
Target sequence (P01112 whole entry, looked up): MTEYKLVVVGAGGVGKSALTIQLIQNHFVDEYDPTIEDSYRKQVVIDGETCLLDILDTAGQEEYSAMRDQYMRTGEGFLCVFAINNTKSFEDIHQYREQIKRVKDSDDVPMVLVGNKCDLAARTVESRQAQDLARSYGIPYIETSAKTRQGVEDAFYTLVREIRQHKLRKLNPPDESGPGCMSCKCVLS
GSH fluor = GSH bead compound fluorescence profile. fluorescence (KMESF) at 10 µM. hit rate 0.25% among 190,000. GSH beads flow cytometry, compound fluorescence 488/530 nm; active compounds read high. AID 1776; in the data active = fluorescence above about 89;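 note: glutathione beads carrying GST-tagged Bcl family fusion proteins plus one bare bead set; values are compound well signal with DMSO vehicle wells as background; inactives centre near 16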
Cdc42 wt GTP = human Cdc42 wildtype GTP binding change, either direction | P60953 | GST-Cdc42 beads, Bodipy-GTP binding, flow cytometry; actives lie on both sides | percent activity (GTP binding), % at 10 µM | hit rate 0.2% among 190,000 | AID 761;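 active = percent activity GTP binding at least 20 points away from the 100% baseline, either down as inhibitor or up as activator; inconclusive = compound flagged as likely green fluorescent from well-wide comparison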;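 note: median bead fluorescence of bound Bodipy-FL-GTP at 100 nM; 0% = excess unlabeled GTP control and 100% = no compound control; below 100% means less GTP binding so inhibitor and above means activator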
Target sequence (P60953 whole entry, looked up): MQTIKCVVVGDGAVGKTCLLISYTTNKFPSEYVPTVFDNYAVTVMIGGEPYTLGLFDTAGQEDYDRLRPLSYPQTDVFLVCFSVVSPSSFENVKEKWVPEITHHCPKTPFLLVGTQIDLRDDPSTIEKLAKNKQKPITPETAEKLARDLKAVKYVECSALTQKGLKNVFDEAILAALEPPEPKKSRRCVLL
ABCG2 inh = blocks JC-1 efflux by human ABCG2 transporter. Q9UNQ0. IgMXP3 cells, flow cytometry. inhibition, % at 6.6 µM. hit rate 0.1% among 190,000;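 active = inhibition above 80%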;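 note: 0% = DMSO and 100% = nicardipine control wells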
Target sequence (Q9UNQ0 whole entry, looked up): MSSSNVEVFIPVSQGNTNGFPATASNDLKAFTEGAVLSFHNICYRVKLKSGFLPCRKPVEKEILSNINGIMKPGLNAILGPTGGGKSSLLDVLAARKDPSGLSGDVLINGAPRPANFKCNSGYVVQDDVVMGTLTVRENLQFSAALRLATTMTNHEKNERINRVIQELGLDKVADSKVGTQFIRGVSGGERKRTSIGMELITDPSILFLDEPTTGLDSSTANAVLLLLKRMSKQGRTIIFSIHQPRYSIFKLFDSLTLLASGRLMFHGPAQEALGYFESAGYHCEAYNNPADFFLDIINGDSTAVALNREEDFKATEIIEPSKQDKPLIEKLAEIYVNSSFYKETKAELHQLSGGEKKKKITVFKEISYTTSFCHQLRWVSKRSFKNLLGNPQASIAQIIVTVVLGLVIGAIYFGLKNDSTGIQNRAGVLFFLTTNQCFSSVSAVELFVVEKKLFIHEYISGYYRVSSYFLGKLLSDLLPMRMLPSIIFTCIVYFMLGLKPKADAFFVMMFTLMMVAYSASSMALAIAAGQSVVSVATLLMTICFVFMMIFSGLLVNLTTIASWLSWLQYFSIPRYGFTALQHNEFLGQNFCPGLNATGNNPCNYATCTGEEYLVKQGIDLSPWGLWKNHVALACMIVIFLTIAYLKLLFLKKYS
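Test system: IgMXP3 cells (ABCG2) mixed with DDAO far-red-labelled CCRF-Adr cells (ABCB1). Reagent: JC-1 transporter substrate. Compound dosing: single test compound dose, 6.6 µM final. Times: 10 min compound exposure, 25 °C. Detection: flow cytometry of retained JC-1 fluorescence. Read-out basis: efflux inhibition in percent versus controls. Controls: nicardipine and DMSO wells.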
Rab2 wt GTP = changes GTP binding to wildtype dog Rab2A, up or down | hit rate 0.19% among 190,000 | AID 760 | GTP binding activity, % at 10 µM | GST-Rab2 wt beads, Bodipy-GTP binding, flow cytometry | P61105;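 active = GTP binding activity at least 20 points away from 100%, either lowered or raised; inconclusive = signal likely due to the compound's own green fluorescence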;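 note: 0% = beads with excess unlabeled GTP and 100% = no-compound control corrected for plate trend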
ABCB1 inh = blocks JC-1 efflux by human ABCB1 transporter | P08183 | CCRF-Adr cells, flow cytometry | inhibition, % at 6.6 µM | hit rate 0.067% among 190,000 | AID 1326; in the data active = inhibition above about 40%;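 note: 0% = vehicle and 100% = reference inhibitor; higher value means more JC-1 retained so stronger ABCB1 efflux block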
Pf gametocyte = P. falciparum stage V gametocyte viability inhibition; P. falciparum stage V gametocytes, ATP luminescence, 24 h; inhibition, % at 10.9 µM; hit rate 0.065% among 150,000;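 active = inhibition above the mean plus 3 SD of compounds within the control limits, set per campaign, cut at about 38% in these data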;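 note: 0% = DMSO wells and 100% = medium only without gametocytes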
An asterisk follows results filed as active; ? = inconclusive; . = no result given.

compound	Rac1 wt GTP bind	Avidin bead fluor	Cdc42 wt GTP	GSH fluor	ABCB1 inh	Rac1 act GTP bind	Rab7 wt modul	HRas wt GTP	Rab2 wt GTP	Pf gametocyte	ABCG2 inh
CCOC(=O)c1c(N=CN(C)C)c(C#N)n2c1CCC2	105	12	102	37	0.6	100	104	100	103	-1	18
CSc1nncc(/C(C)=N\Nc2cccc(C)c2)n1	102	15	103	3	0.3	100	99	101	101	.	1
CCP(=O)(CC)c1cccc(N)c1	94	10	97	27	0.8	96	91	96	93	17	2
COc1ccc(-c2nc(N3CCCCCC3)sc2C(=O)c2ccccc2)cc1	92	15	91	14	0.8	94	98	94	92	-4	3
Nc1cnn(Cc2ccc(F)cc2)c1	104	8	100	26	1.4	97	96	100	98	-3	2
CCc1ccc(OCC(=O)Nc2ncn[nH]2)cc1	101	8	100	11	0.0	99	101	99	98	-5	12
CC1CCN(CCCNC(=O)c2cc3c(=O)n(C)c4ccccc4c3n2C)CC1	98	7	100	19	0.3	98	101	101	101	.	1
Cc1nnc(Nc2ccc(C(=O)O)cc2)[nH]c1=O	101	10	99	25	0.4	97	102	99	101	3	1
CC(C)(C)NCC(O)c1cc(O)cc(O)c1 (stereo not given)	98	7	98	20	0.4	101	101	102	99	.	2
CN(C)/C=N/S(=O)(=O)c1ccc(Cl)cc1	98	33	96	11	0.3	97	92	95	96	.	1
O=C(N/N=C/c1ccc(OC(=O)c2cccs2)cc1)c1ccc(F)cc1	101	13	98	24	-0.6	99	103	101	98	9	7
O=C(CSc1nnc(Cc2ccccc2)o1)N1CCc2ccccc21	98	22	98	23	-0.6	97	98	99	100	-6	16
O=C(Nc1nc2ccccc2s1)C1CC(=O)N(c2ccc(F)cc2)C1 (stereo not given)	100	12	99	43	0.2	93	94	98	96	.	5
O=C(CSc1nnc(-c2ccccn2)n1Cc1ccco1)c1ccc(Cl)cc1	99	8	98	39	1.3	95	98	98	97	-7	6
C=CCSc1nc2[nH]ncc2c(=O)[nH]1	101	10	97	22	0.1	99	102	97	98	26	2
CCOC(=O)c1ccc(NC(=O)CSCc2ccco2)cc1	103	6	102	24	-0.4	98	102	100	99	.	0
N#Cc1c(-c2ccccc2)c(-c2ccccc2)nn(CC(=O)NNC(=O)Nc2ccc(Cl)c(Cl)c2)c1=O	98	4	95	16	-0.9	94	94	95	94	.	-2
O=C(NCc1cn(-c2ccccc2)nc1-c1ccccc1)c1cc([N+](=O)[O-])cc([N+](=O)[O-])c1	101	3	100	20	0.1	101	97	100	98	.	0
O=C(O)CCC(=O)N1CCN(c2ccc(C(=O)c3ccc(F)cc3)cc2)CC1	100	4	97	31	5.7	95	92	96	95	4	1
O=C(c1ccccc1NS(=O)(=O)c1ccc2c(c1)OCCO2)N1CCOCC1	101	22	100	11	-0.7	97	103	103	103	2	-2
Cc1cc([N+](=O)[O-])ccc1NC(=O)CSc1nccc(=O)[nH]1	93	14	94	14	1.2	91	96	93	94	-10	8
O=C(Nc1cccc(F)c1)c1ccc(Br)o1	109	7	103	17	-0.3	99	95	99	101	9	2
CCCCCCCCS(=O)c1sc2nc3c(cc2c1N)CCCC3 (stereo not given)	99	7	96	18	0.4	98	97	99	99	.	1
CC(C)(C)C1CCC(=NNC(=O)c2ccc(Br)o2)CC1 (stereo not given)	105	11	100	10	-0.1	104	102	102	102	-9	-1
COc1cccc(C(=O)CSc2nnc(CNc3nc(-c4ccccc4)cs3)n2C)c1	?	16	?	29	-5.8	?	?	?	?	22	-6
O=C(CCCc1ccccc1)Nc1cccc2c1CCCC2	102	9	100	46	0.5	98	98	99	100	0	2
Cc1ccc2nc(CSc3nc(C)ccc3C#N)[nH]c2c1	97	28	97	14	-0.3	97	96	96	94	.	-1
CCN(CC)c1ccc(NC(=O)c2c(OC)cccc2OC)c(C)c1	94	15	100	41	0.5	95	97	98	98	.	1
COc1cccc(C2CC(c3c(F)cccc3Cl)n3nc(N)nc3N2)c1 (stereo not given)	103	5	99	29	-0.8	100	98	98	98	-15	0
CC(Oc1ccc(Cl)cc1)c1ccn[nH]1 (stereo not given)	98	6	98	11	0.1	97	97	94	96	.	1
COc1ccc(C(=O)Nn2c(SCC(=O)c3ccc(Cl)cc3)nc3ccccc3c2=O)cc1	92	33	90	11	-0.4	91	92	91	91	1	-1
CC(C)CNC(=S)N1CCC(c2nc(-c3ccc(F)cc3)no2)CC1	99	15	97	14	-0.9	97	96	99	99	7	15
CCOC(=O)C1(CCCc2ccccc2)CCN(C(=O)c2cncs2)CC1	102	6	97	14	1.9	95	104	100	100	3	2
COc1ccc(/C=N/N=C/c2c[nH]c(=O)c(C#N)c2Nc2ccccc2)cc1	100	11	97	11	-1.4	98	96	97	98	.	22
Cc1ccc(-c2ccc(=O)n(CCC(=O)NCc3ccccn3)n2)cc1	99	7	101	37	0.5	100	100	102	101	.	4
CN(c1ccccc1)S(=O)(=O)c1ccc(Cl)c(C(=O)OCC(N)=O)c1	101	14	98	11	0.3	97	96	99	95	5	1
CC(C)(C)CC(C)(C)NCC(=O)Nc1c2c(nc3ccccc13)CCC2	96	11	95	16	1.6	94	101	99	96	8	2
CC(=O)Nc1cnc(NC(=O)c2cccc(F)c2)cc1C	110	31	104	18	0.3	102	98	101	101	.	19
COc1cc(NC(=O)C2CCN(S(=O)(=O)c3cccnc3)CC2)cc(OC)c1OC	103	38	104	13	0.5	99	99	101	100	4	2
Cc1cccc(C)c1NC(=S)NNc1ncc(C(F)(F)F)cc1Cl	97	8	104	69	-0.5	98	97	103	101	-7	-1
Cc1cc(C)c(S(=O)(=O)N2CCCCCC2)cc1Br	97	7	97	13	2.2	95	106	99	100	0	10
CCCc1cc(=O)[nH]c(/N=C(\N)Nc2ccccc2)n1	106	16	110	22	0.7	101	103	109	109	-9	3
Cc1ccc(C(=O)OCC(=O)Nc2cccc(S(=O)(=O)NC3=NCCCCC3)c2)c(C)c1	99	7	98	20	1.3	94	105	98	101	2	8
O=C(CN1C(=O)c2ccccc2C1=O)Nc1sc2c(c1C(=O)NCc1ccco1)CCCC2	102	37	103	12	0.2	98	101	101	99	-1	1
Cn1c(SCC(=O)Nc2ccccc2)nc2c([nH]c3ccccc32)c1=O	104	12	94	10	0.1	94	110	99	99	.	6
O=C(CSc1nnc(CNC(=O)c2ccco2)o1)c1ccc(Cl)cc1	89	9	93	36	0.3	91	90	93	92	.	1
O=[N+]([O-])c1ccc(S(=O)(=O)CC(CN2CCOCC2)N2CCOCC2)cc1 (stereo not given)	94	10	96	12	0.1	92	104	95	97	27	0
C/C(=C/C(=O)Nc1cccc(F)c1)N1CCCC1	103	9	97	15	0.3	95	95	100	99	4	1
COc1ccccc1N1CCN(S(=O)(=O)c2cnc[nH]2)CC1	98	9	98	27	-0.1	97	100	96	97	.	0
CCc1noc(C)c1C(=O)Nc1ncc(C)s1	103	5	104	30	0.1	100	99	101	101	2	1

(more compounds)
compound	Rac1 wt GTP bind	Avidin bead fluor	Cdc42 wt GTP	GSH fluor	ABCB1 inh	Rac1 act GTP bind	Rab7 wt modul	HRas wt GTP	Rab2 wt GTP	Pf gametocyte	ABCG2 inh
CN1CCN(C(=O)c2cnn(-c3ccccc3)c2NC(=O)c2ccccc2F)CC1	108	11	106	15	0.2	101	98	108	100	5	1
COc1ccc(CNC(=O)CCc2c(C)nc3ncnn3c2C)cc1	104	28	99	23	0.0	98	99	97	101	3	-7
COc1ccc(-c2[nH]c(-c3ccc(SC)cc3)nc2SCC(=O)Nc2nccs2)cc1	105	13	98	2	-1.3	100	97	102	101	20	-2
Nc1nnc(SCC(=O)c2ccco2)s1	100	34	101	15	0.1	99	102	102	100	1	1
COc1ccc(-c2cc(C(F)(F)F)n3ncc(C(=O)O)c3n2)cc1OC	95	42	99	14	0.3	97	94	97	97	.	1
COc1ccc(OCCC(=O)N2CCCCC2)cc1	94	18	96	13	0.8	95	97	97	95	.	2
Cc1cc(-n2nc(C)cc2C)n2nc(C)c(-c3ccc(Cl)cc3)c2n1	94	4	99	5	0.1	96	97	97	98	5	1
COC(=O)c1cc(NC(=O)c2nn(C)c(=O)c3ccccc23)cc(C(=O)OC)c1	97	8	101	14	1.2	102	108	100	103	.	4
CCOc1ccc(CNC(=O)c2ccc(Sc3ccc(Cl)cc3)c(NC(C)=O)c2)cc1OC	101	15	103	17	1.8	99	100	99	99	.	4
OCCNc1nc(-c2ccccc2)c2cc(Cl)ccc2n1	97	11	93	13	0.6	96	92	96	92	-23	3
Cc1ccc2c(c1)CN1CN2Cc2cc(C)ccc21	104	7	103	6	0.2	100	100	103	101	-25	1
CCOc1ccc2nc(NCCNC(=O)C(C)C)c(C)cc2c1	110	61*	109	24	-0.2	101	103	103	101	6	21
Cn1c(SCC(=O)c2ccc(F)cc2)nnc1-c1cccnc1	98	10	97	15	1.7	96	97	97	98	-1	11
CCCCN(CCCC)S(=O)(=O)c1ccc(NC(=O)c2cccs2)cc1	101	4	102	15	1.7	101	99	101	101	15	5
Cn1nccc1C(=O)Nc1ccc(Cl)cc1	102	13	108	31	0.5	101	96	104	104	-3	1
CC(=O)N1N=C(c2ccncc2)OC12CCCCCC2	106	20	102	12	0.2	100	101	103	101	5	5
O=C(c1cc2cc([N+](=O)[O-])ccc2oc1=O)N1CCN(c2ncccn2)CC1	105	6	103	15	-0.2	99	101	101	101	-17	0
CC(Oc1ccc(F)cc1F)C(=O)/C=C/N(C)C (stereo not given)	111	27	106	20	0.0	99	103	102	101	.	1
O=C(O)CCc1nn2c3ccccc3n(Cc3ccccc3F)c2nc1=O	98	11	99	14	0.8	97	96	98	97	0	4
Cc1noc(C)c1S(=O)(=O)N1CCN(c2ccccc2)CC1	99	7	100	12	0.4	99	98	99	98	.	1
CCOC(=O)c1[nH]c2ccc(OCC)cc2c1NC(=O)CN1CCN(c2ccccn2)CC1	103	13	106	15	1.6	100	101	103	103	5	4
CN1CCC(OC(c2ccccc2)c2ccccc2)CC1	104	7	100	21	0.2	99	99	103	103	.	0
CNC(=O)c1cc2c(s1)-c1ccccc1CC2	97	8	96	17	0.8	93	94	95	95	25	16
